GPR151 ag – activators of human GPR151, primary screen, cell-based, PathHunter beta-arrestin, luminescence; activation, % at 11.2 µM; PathHunter beta-arrestin GPR151 cells; hit rate 1% among 650,000; AID 1508602, 2020; G-protein coupled receptor 151 (Homo sapiens), Q8TDV0; in the data active = activation above about 4.9%;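 also: 0% = median of compound wells and 100% = cells with positive control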
Target sequence (Q8TDV0 whole entry, looked up): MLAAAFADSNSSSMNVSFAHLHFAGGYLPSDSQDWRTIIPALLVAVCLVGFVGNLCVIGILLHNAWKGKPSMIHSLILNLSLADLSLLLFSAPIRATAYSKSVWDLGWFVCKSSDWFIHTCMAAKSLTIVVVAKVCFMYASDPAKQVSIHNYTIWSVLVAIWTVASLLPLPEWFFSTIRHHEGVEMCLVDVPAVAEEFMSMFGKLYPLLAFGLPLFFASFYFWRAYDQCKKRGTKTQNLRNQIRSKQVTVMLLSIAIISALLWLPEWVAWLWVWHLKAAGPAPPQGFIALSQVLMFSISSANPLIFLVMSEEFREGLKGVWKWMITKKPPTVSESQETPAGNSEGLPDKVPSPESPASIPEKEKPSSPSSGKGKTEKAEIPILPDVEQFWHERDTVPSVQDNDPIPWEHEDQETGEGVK
FBW7 act – FBW7 E3 ligase activators, primary screen, biochemical, AlphaScreen, human. F-box/WD repeat-containing protein 7 (Homo sapiens), Q969H0. AlphaScreen FBW7–phospho-cyclin E peptide binding, activator screen. normalized activity (activation), % at 26.1 µM. hit rate 0.13% among 650,000. AID 1259310, 2017; in the data active = normalized activity above about 1.9%;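 also: purified mutant Fbw7 with reduced substrate affinity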
Target sequence (Q969H0 whole entry, looked up): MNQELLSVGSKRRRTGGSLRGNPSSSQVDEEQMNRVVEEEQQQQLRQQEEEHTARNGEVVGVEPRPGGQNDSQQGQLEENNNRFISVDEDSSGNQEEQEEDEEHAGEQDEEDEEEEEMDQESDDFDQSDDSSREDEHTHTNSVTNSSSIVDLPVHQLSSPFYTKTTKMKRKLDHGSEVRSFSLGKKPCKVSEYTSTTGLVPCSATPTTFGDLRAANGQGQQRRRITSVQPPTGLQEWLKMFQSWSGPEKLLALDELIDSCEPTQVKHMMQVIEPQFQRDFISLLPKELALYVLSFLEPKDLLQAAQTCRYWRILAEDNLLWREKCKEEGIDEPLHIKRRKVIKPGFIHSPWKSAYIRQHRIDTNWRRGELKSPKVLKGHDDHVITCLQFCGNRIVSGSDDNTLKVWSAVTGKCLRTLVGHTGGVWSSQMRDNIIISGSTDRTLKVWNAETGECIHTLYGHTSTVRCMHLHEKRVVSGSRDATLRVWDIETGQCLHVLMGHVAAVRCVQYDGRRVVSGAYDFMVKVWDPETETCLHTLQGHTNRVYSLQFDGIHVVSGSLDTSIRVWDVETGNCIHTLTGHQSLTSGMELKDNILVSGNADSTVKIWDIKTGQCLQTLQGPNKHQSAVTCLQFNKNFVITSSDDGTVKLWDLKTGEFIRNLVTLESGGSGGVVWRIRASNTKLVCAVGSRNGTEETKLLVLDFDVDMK
TEAD-YAP block – TEAD-YAP interaction inhibition, primary screen, TEAD-YAP interaction inhibitor project, luminescence, HEK-TIYL cells | TEAD-Gal4/YAP UAS-luciferase luminescence | inhibition, % at 9.12 µM | hit rate 1.4% among 640,000 | AID 1259422, 2018; in the data active = inhibition above about 32%;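 also: 0% = median of test compound wells and 100% = reference inhibitor wells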
MITF primary – MITF inhibitors, primary screen, biochemical, AlphaScreen, human; Microphthalmia-associated transcription factor (Homo sapiens), O75030; hit rate 0.91% among 650,000; inhibition, % at 2.6 µM; AlphaScreen MITF homodimerization, bead proximity signal; in the data active = inhibition above about 50%;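 also: 0% = vehicle wells with protein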
* marks the source's active call; other numbers are inactive results.

What do the screens show for `Cc1cc(N2CCCC2)ccc1CN1CCc2c(nc(N3CCOCC3)[nH]c2=O)C1`?
GPR151 ag: 1.5; FBW7 act: 0.1; TEAD-YAP block: -3.5; MITF primary: 1.8

Results for CCOc1ccc(Nc2oc(-c3ccc([N+](=O)[O-])cc3)nc2C#N)cc1 ?
GPR151 ag: -1.3; FBW7 act: -0.1; TEAD-YAP block: -8.8; MITF primary: 1.5

How did O=c1c2ccc(Cl)cc2[nH]c(=S)n1CCCN1CCOCC1 do in these assays?
GPR151 ag: 0.3; FBW7 act: -0.2; TEAD-YAP block: -8.8; MITF primary: -10.2

How did COc1ccc(Cc2nc3cc(C)c(C)cc3[nH]c2=O)cc1Br do in these assays?
GPR151 ag: 0.7; FBW7 act: -0.1; TEAD-YAP block: -12.8; MITF primary: -4.3

How did O=C(NCc1ccco1)C(=O)N/N=C/c1ccc([N+](=O)[O-])cc1 do in these assays?
GPR151 ag: 0.1; FBW7 act: -0.1; TEAD-YAP block: -9.0; MITF primary: -0.6

How did Cc1cc(Cl)ccc1Nc1nc(NCc2ccco2)nc2nccnc12 do in these assays?
GPR151 ag: 3.1; FBW7 act: 0.3; TEAD-YAP block: 1.2; MITF primary: -8.8

What do the screens show for `NC(=O)CNC(=O)c1ccc(C(F)(F)F)cc1`?
GPR151 ag: -0.4; FBW7 act: 0.0; TEAD-YAP block: 2.5; MITF primary: -94.0

Results for O=C(O)c1ccc(NC(=O)C(F)(F)F)c(NC(=O)C(F)(F)F)c1 ?
GPR151 ag: 0.6; FBW7 act: 0.0; TEAD-YAP block: 0.4; MITF primary: 15.9

What do the screens show for `O=C(CSc1nnnn1-c1ccccc1)N1CCN(Cc2ccccc2)CC1`?
GPR151 ag: -1.9; FBW7 act: -0.2; TEAD-YAP block: -11.0; MITF primary: -12.1

Results for O=C(O)CC1C(=O)NCCN1Cc1cccs1 (stereo unspecified) ?
GPR151 ag: 0.8; FBW7 act: -0.2; TEAD-YAP block: -5.7; MITF primary: 1.3

Results for CCS(=O)(=O)Nc1cccc(N2CCC(NCCc3nc4ccccc4n3C)CC2)c1 ?
GPR151 ag: 0.9; FBW7 act: -0.1; TEAD-YAP block: 8.3; MITF primary: 10.8

What do the screens show for `CC1CCN(C(=O)c2cccn3c(=O)c4c5c(sc4nc23)CCCC5)CC1`?
GPR151 ag: -0.1; FBW7 act: 0.3; TEAD-YAP block: -7.3; MITF primary: -10.5

How did CC12CCC(C(=O)Nc3ccc4c(c3)OCCO4)(CC1=O)C2(C)C (stereo unspecified) do in these assays?
GPR151 ag: -0.4; FBW7 act: -0.2; TEAD-YAP block: 62.3*; MITF primary: 2.1

How did COc1ccc(-n2nc(C(=O)NCC(=O)Nc3cc(Cl)c(OC)cc3OC)c3ccccc3c2=O)cc1Cl do in these assays?
GPR151 ag: 1.3; FBW7 act: -0.2; TEAD-YAP block: -1.9; MITF primary: 2.9

What do the screens show for `O=C(Nc1cccc(O)c1)c1ccccc1`?
GPR151 ag: 1.1; FBW7 act: 0.0; TEAD-YAP block: 48.5*; MITF primary: 2.6

Results for COc1ccc(N(C(=O)c2csnn2)C(C(=O)NC(C)(C)C)c2cccc(C)c2)cc1 (stereo unspecified) ?
GPR151 ag: 0.5; FBW7 act: -0.1; TEAD-YAP block: 8.4; MITF primary: -16.3

Results for CC1=C(C(=O)OCCOc2ccccc2)C(c2coc3ccccc3c2=O)C2=C(CC(C)(C)CC2=O)N1 (stereo unspecified) ?
GPR151 ag: 0.7; FBW7 act: 0.2; TEAD-YAP block: -7.8; MITF primary: 20.8

What do the screens show for `COc1cc(C(=O)Oc2ccc(/C=N/NC(=O)c3cc(C)[nH]n3)cc2)cc(OC)c1OC`?
GPR151 ag: -2.2; FBW7 act: 0.3; TEAD-YAP block: 0.5; MITF primary: -3.6

What do the screens show for `O=C(CSc1cccc[n+]1[O-])Nc1cc(C(F)(F)F)ccc1Cl`?
GPR151 ag: 2.0; FBW7 act: 0.1; TEAD-YAP block: -7.6; MITF primary: 3.1

Results for CCOc1ccc(-n2c(/C=C/c3ccccc3F)nc3cc(OC)c(OC)cc3c2=O)cc1 ?
GPR151 ag: 0.6; FBW7 act: 0.0; TEAD-YAP block: 0.4; MITF primary: -2.7

How did O=C(Nc1nc2ccc([N+](=O)[O-])cc2s1)c1ccccc1Br do in these assays?
GPR151 ag: -1.1; FBW7 act: -0.1; TEAD-YAP block: -0.3; MITF primary: 1.0

Results for Cc1cc(C)cc(OCC(=O)N/N=C/c2ccco2)c1 ?
GPR151 ag: 0.2; FBW7 act: 0.4; TEAD-YAP block: 12.5; MITF primary: 0.8

Results for O=S(=O)(Nc1ccc(Oc2ccccc2)cc1)c1ccc2ccccc2c1 ?
GPR151 ag: 1.1; FBW7 act: 0.7; TEAD-YAP block: -6.7; MITF primary: 3.9

Results for O=C(CC1C(=O)NCCN1C(=O)Nc1ccccc1)Nc1cccc(C(F)(F)F)c1 (stereo unspecified) ?
GPR151 ag: -0.2; FBW7 act: 0.1; TEAD-YAP block: 6.2; MITF primary: 6.8

Results for CC(C)OC(=O)COc1ccc2c(=O)c(Oc3ccccc3Br)coc2c1 ?
GPR151 ag: -0.5; FBW7 act: 0.4; TEAD-YAP block: -1.5; MITF primary: 9.6

Results for CCCCOc1ccc(N2C(=O)C3C4c5ccccc5C(C)(c5ccccc54)C3C2=O)cc1 (stereo unspecified) ?
GPR151 ag: -1.1; FBW7 act: 0.2; TEAD-YAP block: 10.2; MITF primary: 10.9

How did C=CCNC(=O)Nc1nnc(Cc2ccccc2)o1 do in these assays?
GPR151 ag: -1.9; FBW7 act: -0.2; TEAD-YAP block: -2.1; MITF primary: -3.6

How did Cc1cccc(N2CCN(c3ccc(C(N)=O)cc3[N+](=O)[O-])CC2C)c1 (stereo unspecified) do in these assays?
GPR151 ag: -0.6; FBW7 act: -0.2; TEAD-YAP block: 0.4; MITF primary: -0.5

What do the screens show for `O=C(NCCO)c1cccc([N+](=O)[O-])c1`?
GPR151 ag: 0.6; FBW7 act: 0.0; TEAD-YAP block: -3.7; MITF primary: -59.0

Results for CCc1nn(-c2ccccc2)c2nc(-c3cc(Br)ccc3O)c3cc(OC)c(OC)cc3c12 ?
GPR151 ag: -0.9; FBW7 act: 0.0; TEAD-YAP block: 0.1; MITF primary: 6.2

How did Cc1ccc(S(=O)(=O)Oc2ccc(/C=C3\SC(N4CCOCC4)=NC3=O)cc2)cc1 do in these assays?
GPR151 ag: 0.0; FBW7 act: -0.1; TEAD-YAP block: 1.3; MITF primary: 2.2

What do the screens show for `CC1CCc2c(C(=O)NNC(=S)Nc3ccc(S(N)(=O)=O)cc3)csc2C1` (stereo unspecified)?
GPR151 ag: -2.6; FBW7 act: -0.2; TEAD-YAP block: -0.4; MITF primary: -7.3

What do the screens show for `CC(C)N(CCNC(=O)c1ccc2nc(Nc3ccnn3C)sc2c1)C(C)C`?
GPR151 ag: 6.8*; FBW7 act: -0.1; TEAD-YAP block: -10.7; MITF primary: -1.4

How did Cc1cccc(NS(=O)(=O)c2cc3c(cc2C)N(C)CCO3)c1 do in these assays?
GPR151 ag: 0.2; FBW7 act: -0.3; TEAD-YAP block: -4.4; MITF primary: -4.6

How did Cc1ccc(NC(=O)CC(O)(C(F)(F)F)C(F)(F)F)c(Br)c1 do in these assays?
GPR151 ag: -0.1; FBW7 act: 0.4; TEAD-YAP block: 12.8; MITF primary: 11.5

What do the screens show for `COc1ccc(C(=O)N[C@H]2C[C@H]3C(=O)N[C@@H](C)C(=O)N3C2)cc1`?
GPR151 ag: -0.5; FBW7 act: 0.1; TEAD-YAP block: -4.7; MITF primary: -8.2

How did CCOC(=O)C1CCN(c2cc(C)c3c(OC)cc(OC)cc3n2)CC1 do in these assays?
GPR151 ag: -1.5; FBW7 act: 0.5; TEAD-YAP block: 6.7; MITF primary: 20.0

How did Cc1c(C(=O)N2CCC(C(N)=O)(N3CCCCC3)CC2)sc2ncn(CC(=O)N3CCCCC3C)c(=O)c12 (stereo unspecified) do in these assays?
GPR151 ag: 0.5; FBW7 act: 0.5; TEAD-YAP block: -6.0; MITF primary: 5.9

Results for CNC(=O)CSc1nc(C)nc2sc(C)c(C)c12 ?
GPR151 ag: -1.7; FBW7 act: 1.2; TEAD-YAP block: 6.9; MITF primary: 13.3

Results for O=C(COC(=O)c1cccc(S(=O)(=O)N2CCCC2)c1)c1ccc2c(c1)OCCO2 ?
GPR151 ag: -1.6; FBW7 act: -0.1; TEAD-YAP block: 6.9; MITF primary: -6.8

Results for O=C(Cc1cn(-c2ccc(N3CCCC3CO)nn2)c2ccccc12)NCCO (stereo unspecified) ?
GPR151 ag: -2.0; FBW7 act: -0.1; TEAD-YAP block: -1.6; MITF primary: -12.5

Results for CCc1nc(SCC(=O)NNC(=O)C2CCCCC2)c2ccccc2n1 ?
GPR151 ag: 0.3; FBW7 act: -0.1; TEAD-YAP block: 15.3; MITF primary: 19.9

Results for CCc1ccccc1NC(=O)C1CC2CCC1C2 (stereo unspecified) ?
GPR151 ag: -0.8; FBW7 act: 0.3; TEAD-YAP block: 4.8; MITF primary: 15.0

Results for CCc1cc(=O)n(CC(=O)Nc2cccc(Cl)c2)c(-n2nc(C)cc2C)n1 ?
GPR151 ag: 1.9; FBW7 act: 0.1; TEAD-YAP block: -2.6; MITF primary: -3.1

Results for c1ccc(-c2nnc(-c3ccccc3)n2-c2ccccc2)cc1 ?
GPR151 ag: 3.2; FBW7 act: 0.0; TEAD-YAP block: 2.4; MITF primary: 3.0

How did CC(C)(C)n1nc2c(c1NC(=O)c1cc(Br)ccc1Cl)CS(=O)(=O)C2 do in these assays?
GPR151 ag: 1.6; FBW7 act: 0.0; TEAD-YAP block: 13.1; MITF primary: 9.3

How did Fc1ccc(C(c2nnnn2CC2CCCO2)N2CCN(Cc3ccccc3)CC2)cc1 (stereo unspecified) do in these assays?
GPR151 ag: -0.9; FBW7 act: 0.0; TEAD-YAP block: -0.2; MITF primary: -15.5

What do the screens show for `CN(C)c1ccc(NC(=O)c2c(F)cccc2F)cc1`?
GPR151 ag: -1.3; FBW7 act: 0.1; TEAD-YAP block: -61.7; MITF primary: -12.4

What do the screens show for `Cc1ccc(C(=O)N/C(=C/c2cccc([N+](=O)[O-])c2)C(=O)NCC2CCCO2)cc1` (stereo unspecified)?
GPR151 ag: -1.2; FBW7 act: 0.0; TEAD-YAP block: -4.2; MITF primary: 14.9

How did CCC1CN(CC(=O)NCCCn2nnc3ccccc32)Cc2cc(OC)ccc2O1 (stereo unspecified) do in these assays?
GPR151 ag: -1.4; FBW7 act: 0.0; TEAD-YAP block: -9.9; MITF primary: 1.1

What do the screens show for `NS(=O)(=O)c1ccc(NC(=O)COC(=O)c2ccco2)cc1`?
GPR151 ag: 0.1; FBW7 act: 0.0; TEAD-YAP block: -1.9; MITF primary: -6.0

Results for CCCCC1CN(CCC(=O)NCc2cc(C)n(C)n2)Cc2ccccc2O1 (stereo unspecified) ?
GPR151 ag: -0.7; FBW7 act: -0.1; TEAD-YAP block: -6.1; MITF primary: -6.3

Results for COC(=O)CSC1=C(C#N)C(c2ccc(C)cc2)C2=C(CCCC2=O)N1 (stereo unspecified) ?
GPR151 ag: -0.1; FBW7 act: 0.0; TEAD-YAP block: -1.1; MITF primary: 12.5

How did Cc1cc(C)c2cc(CN(CCCO)S(=O)(=O)c3ccccc3F)c(=O)[nH]c2c1 do in these assays?
GPR151 ag: -0.2; FBW7 act: -0.1; TEAD-YAP block: 1.5; MITF primary: 3.0

How did CC1C(=O)C2(CCCCC2)C(=O)OC1c1ccccc1 (stereo unspecified) do in these assays?
GPR151 ag: -1.1; FBW7 act: 0.2; TEAD-YAP block: 2.8; MITF primary: 0.5

Results for CNC(=O)C(=O)NCC1OCCCN1S(=O)(=O)c1c(C)cc(C)cc1C (stereo unspecified) ?
GPR151 ag: -0.2; FBW7 act: -0.1; TEAD-YAP block: -11.8; MITF primary: 1.9

Results for Cc1cc(C)nc(CCNCc2c(C(=O)N(C)C)nc3ccc(Cl)cn23)n1 ?
GPR151 ag: -0.4; FBW7 act: -0.2; TEAD-YAP block: -7.3; MITF primary: -3.6

What do the screens show for `CCOC(=O)C1CCCN(C(=O)C2CCN(S(=O)(=O)N3CCOCC3)CC2)C1` (stereo unspecified)?
GPR151 ag: 0.1; FBW7 act: 0.6; TEAD-YAP block: -8.1; MITF primary: 4.0

An excerpt from above in order of heavy-atom count, rising:
How did CC1C(=O)C2(CCCCC2)C(=O)OC1c1ccccc1 (stereo unspecified) do in these assays?
GPR151 ag: -1.1; FBW7 act: 0.2; TEAD-YAP block: 2.8; MITF primary: 0.5

Results for COC(=O)CSC1=C(C#N)C(c2ccc(C)cc2)C2=C(CCCC2=O)N1 (stereo unspecified) ?
GPR151 ag: -0.1; FBW7 act: 0.0; TEAD-YAP block: -1.1; MITF primary: 12.5

Results for Cc1cc(C)nc(CCNCc2c(C(=O)N(C)C)nc3ccc(Cl)cn23)n1 ?
GPR151 ag: -0.4; FBW7 act: -0.2; TEAD-YAP block: -7.3; MITF primary: -3.6

What do the screens show for `CCOC(=O)C1CCCN(C(=O)C2CCN(S(=O)(=O)N3CCOCC3)CC2)C1` (stereo unspecified)?
GPR151 ag: 0.1; FBW7 act: 0.6; TEAD-YAP block: -8.1; MITF primary: 4.0

How did Cc1cc(C)c2cc(CN(CCCO)S(=O)(=O)c3ccccc3F)c(=O)[nH]c2c1 do in these assays?
GPR151 ag: -0.2; FBW7 act: -0.1; TEAD-YAP block: 1.5; MITF primary: 3.0
